Apaf1 inhib = inhibitors of human Apaf-1 apoptosome, primary screen, biochemical, DEVD-Rh110 fluorescence, uHTS; Apoptotic protease-activating factor 1 (Homo sapiens), O14727; reconstituted apoptosome caspase-3 activity; inhibition, % at 20 µM; hit rate 0.71% among 330,000; AID 489030, 2010; active = inhibition of at least 40% at 20 µM;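 note: plate controls were DMSO wells for no effect and DEVD-CHO caspase inhibitor wells for full effect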
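Material: biochemical Apaf-1 apoptosome reconstitution. Medium: Hepes buffer, pH 7.5. Also added: cytochrome c activation, bis-DEVD rhodamine 110 substrate. Timing: 30 min compound preincubation, 50 min activation, room temperature. Measured by: rhodamine 110 fluorescence at Ex 480/Em 540 nm.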
NALP3 yeast inh = NALP3 inflammasome inhibitors in reconstituted yeast, primary screen, luminescence, uHTS. Yeast reconstituted NLRP3/ASC/caspase-1, beta-gal luminescence, 24 h. inhibition, % at 10 µM. hit rate 0.39% among 330,000. AID 2825, 2010;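 active = inhibition of 50% or more; inactive = inhibition below 50%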;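 note: plate controls were induced DMSO wells for no effect and uninduced yeast grown without galactose for full effect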
SENP7 inh = SENP7 protease inhibitors, primary screen, biochemical, luminescence, uHTS; Sentrin-specific protease 7 (Homo sapiens), Q9BQF6; recombinant SENP7, Z-RLRGG-aminoluciferin luminescence, 40 min; inhibition, % at 5 µM; hit rate 1.5% among 330,000; AID 434973, 2010;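 active = inhibition above about 50% at the single test dose, limit read from the data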;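 note: plate controls were DMSO with enzyme for no effect and no enzyme buffer wells for full effect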
PfGluPho inh = PfG6PD enzyme inhibitors, primary screen, biochemical, fluorescence intensity, uHTS; PfGluPho enzyme, NADPH resazurin-diaphorase fluorescence; glucose-6-phosphate dehydrogenase-6-phosphogluconolactonase (Plasmodium falciparum 3D7); inhibition, % at 20 µM; hit rate 0.78% among 350,000; AID 504690, 2011;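 active = inhibition reaching at least a set limit at 20 µM in the primary screen, cut at about 59% in these data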;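 note: 0% = DMSO wells with substrate and 100% = DMSO wells lacking glucose-6-phosphate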
SENP8 block-1 = SENP8 protease inhibitors, primary screen, biochemical, luminescence; Sentrin-specific protease 8 (Homo sapiens), Q96LD8; purified SENP8, Z-RLRGG-aminoluciferin cleavage; inhibition, % at 10 µM; hit rate 1.2% among 330,000; AID 2540, 2010; in the data active = inhibition above about 50%
Target sequence (Q96LD8 whole entry, looked up): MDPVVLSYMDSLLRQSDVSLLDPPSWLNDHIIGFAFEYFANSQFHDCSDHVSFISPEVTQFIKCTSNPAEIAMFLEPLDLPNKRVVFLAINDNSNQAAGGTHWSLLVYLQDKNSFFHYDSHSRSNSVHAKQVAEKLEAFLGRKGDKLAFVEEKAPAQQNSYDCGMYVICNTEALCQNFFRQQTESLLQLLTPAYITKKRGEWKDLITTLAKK
SENP8 block-2 = human SENP8 protease inhibitors, primary screen, biochemical, fluorescence, Nedd8 protein substrate, uHTS | Sentrin-specific protease 8 (Homo sapiens), Q96LD8 | recombinant SENP8 | inhibition, % at 20 µM | hit rate 0.64% among 360,000 | AID 602440, 2012; in the data active = inhibition mostly above about 40%, no sharp cut-off; inactive = mostly below about 27%
SENP6 inh = SENP6 protease inhibitors, primary screen, biochemical, luminescence, uHTS; Sentrin-specific protease 6 (Homo sapiens), Q9GZR1; Recombinant SENP6 catalytic domain, aminoluciferin luminescence; inhibition, % at 10 µM; hit rate 1.8% among 330,000; AID 2599, 2010;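 active = inhibition above about 50% at the single tested dose, limit read from the data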;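 note: plate controls were DMSO wells with enzyme for no effect and DMSO wells lacking enzyme for full effect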
Target sequence (Q9GZR1 628-1112 limits assumed): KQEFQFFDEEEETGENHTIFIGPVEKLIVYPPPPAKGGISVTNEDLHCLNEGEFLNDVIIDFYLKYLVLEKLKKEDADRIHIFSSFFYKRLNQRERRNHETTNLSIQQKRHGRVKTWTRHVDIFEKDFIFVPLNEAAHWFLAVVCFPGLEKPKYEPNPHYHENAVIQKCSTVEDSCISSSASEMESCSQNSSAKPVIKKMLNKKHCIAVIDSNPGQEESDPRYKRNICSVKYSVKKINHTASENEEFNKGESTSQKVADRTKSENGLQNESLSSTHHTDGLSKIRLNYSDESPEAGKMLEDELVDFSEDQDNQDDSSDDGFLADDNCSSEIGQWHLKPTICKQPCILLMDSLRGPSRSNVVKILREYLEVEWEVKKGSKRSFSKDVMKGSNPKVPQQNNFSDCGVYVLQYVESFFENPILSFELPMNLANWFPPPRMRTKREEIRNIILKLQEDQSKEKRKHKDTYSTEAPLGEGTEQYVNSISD
HKDC1 inhibitor = HKDC1 hexokinase inhibitors, primary screen, biochemical, fluorescence, uHTS; Q2TB90; recombinant HKDC1, G6PDH/diaphorase resazurin coupled fluorescence; inhibition, % at 20 µM; hit rate 0.16% among 340,000; AID 493160, 2011;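 active = inhibition above about 35% when tested at 20 µM, limit read from the data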;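 note: plate controls were DMSO wells with enzyme for no effect and DMSO wells lacking enzyme for full effect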
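Test system: Recombinant HKDC1 (HK5) hexokinase enzyme, produced in-house | Input: HKDC1 at 5 µg/mL | Buffer or medium: Tris pH 8.0 buffer with MgCl2, Tween-20, BSA, BME | Schedule: 90 min reaction incubation at room temperature, dark | Technique: Resazurin-to-resorufin fluorescence via G6PDH and diaphorase coupling, 525/613 nm | Controls: DMSO wells with and without enzyme mix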
SENP1 inh = human SENP1 catalytic domain inhibitors, primary screen, biochemical, FRET, uHTS; Sentrin-specific protease 1 (Homo sapiens), Q9P0U3; inhibition, % at 10 µM; hit rate 0.21% among 360,000; recombinant SENP1 catalytic domain, CyPet-SUMO1-YPet FRET cleavage;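 active = inhibition at least 30% at 10 µM, raw YFP signal under a set limit, fluorescence ratio 0.5 to 1.5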;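 note: 0% = enzyme with DMSO and 100% = no enzyme wells; some results filed as inactive read as strong as hits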
Target sequence (Q9P0U3 419-644 limits assumed): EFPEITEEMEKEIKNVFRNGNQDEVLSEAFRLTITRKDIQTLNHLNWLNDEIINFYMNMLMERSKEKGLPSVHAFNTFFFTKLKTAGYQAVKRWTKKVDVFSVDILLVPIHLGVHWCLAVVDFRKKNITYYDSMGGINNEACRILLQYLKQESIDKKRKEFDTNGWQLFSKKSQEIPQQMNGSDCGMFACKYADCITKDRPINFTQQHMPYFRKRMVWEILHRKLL
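Test system: hSENP1 catalytic domain, recombinant; Amount: 20 pM final SENP1 enzyme; Medium: Tris pH 8 buffer plus EDTA, NaCl, BME, BSA, NP40, catalase; Schedule: 50 min enzyme reaction, room temperature, light-protected; Technique: FRET fluorescence in CFP and YFP emission channels; Controls: no-enzyme wells low, DMSO-plus-enzyme wells high control.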
An asterisk follows results filed as active; i = inactive; . = not tested or not shown.

SMILES	Apaf1 inhib	NALP3 yeast inh	SENP7 inh	PfGluPho inh	SENP8 block-1	SENP8 block-2	SENP6 inh	HKDC1 inhibitor	SENP1 inh
CC(=O)Nc1cc(C(=O)OCC(=O)c2ccccc2)ccc1C	-4	10	3	3	-10	19	-8	3	1
CCOC(=O)N1CCN(C(=O)C2CC(=O)N(c3ccc(OC)cc3)C2c2ccc(OC)cc2)CC1 (stereo not given)	-1	-3	5	2	-2	4	5	-5	1
CCC(C)(C)NC(=O)C(c1cccn1C)N(C(=O)Cn1nnc2ccccc21)c1ccccc1OC (stereo not given)	1	12	-9	1	0	22	-2	5	1
C=CCNC(=S)N/N=C/c1ccc(C)s1	-16	21	3	32	-1	1	-34	-6	1
O=C(c1cccc(S(=O)(=O)N2CCN(c3ccc(F)cc3)CC2)c1)N1CCCCCCC1	42*	13	3	-11	2	12	-5	-4	-4
Cn1nc(SCC(=O)O)sc1=S	-4	-9	5	11	1	20	2	5	-1
CCOc1ccc(CCNC(=O)COC(=O)CCc2cc(OC)c(OC)c(OC)c2)cc1OCC	-2	19	-8	2	9	11	9	-7	2
C[C@@H](O)[C@H]1O[C@]2(C)CCC[C@H]1O2	-1	17	-10	-4	-3	7	-18	-4	0
S=C1N[C@H]2CCCC[C@@H]2N1	-26	-1	4	-2	3	5	-22	-3	1
COc1cccc(/C=N/NC(=S)NCCc2ccccc2)c1OC	.	.	.	11	.	8	.	3	2
Cc1cc(C)c(CN2CCC(n3nccc3NC(=O)c3ccccc3Cl)CC2)cc1C	13	26	-3	-8	-4	3	3	-6	1
CCNc1nc(NCC)n2c(SCC(=O)Nc3ccccc3C(F)(F)F)nnc2n1	-4	14	-3	2	-4	4	-18	-4	3
Cn1c(-c2ccc(C(C)(C)C)cc2)n[nH]c1=S	3	15	-3	20	-3	-33	3	7	0
O=C(C=Cc1ccco1)c1ccc2ccccc2c1	.	.	.	48	.	-12	.	14	0
O=C(O)c1ccc(CNCc2ccccc2Cl)cc1	3	-4	4	-10	2	20	22	-2	0
NCCc1nnc(SCc2c(Cl)cccc2Cl)o1	-1	84*	9	2	-1	24	7	-1	-2
Cc1ccc(C(C(=O)NC2CCCC2)N(C(=O)Cc2cccs2)c2ccc3c(c2)OCCO3)cc1 (stereo not given)	15	5	-8	-7	-1	16	6	-6	1
O=C(O)/C=C/c1cn(-c2ccccc2)nc1-c1cccs1	1	-9	-12	-13	-14	-432	0	2	2
CCCC(=O)NCCCCNC(=O)CCC	-7	14	5	-13	-1	36	1	-7	0
Cc1ccc(S(=O)(=O)Nc2cccc(C(=O)NCC3CCCO3)c2)cc1F (stereo not given)	20	15	-3	-4	-2	16	-1	-7	5
O=C(Cn1c(COc2ccccc2)nc2ccccc21)Nc1cc(Cl)cc(Cl)c1	16	4	-5	-19	-9	12	-19	17	-2
CC(=O)c1ccc2c(c1)CC(C)C(=O)N2C (stereo not given)	-4	7	-1	-5	-5	4	1	-7	2
CC(C#N)(NC(=O)CN1CCN(S(=O)(=O)c2cc(C(F)(F)F)ccc2Cl)CC1)C1CC1 (stereo not given)	8	7	-17	-2	-12	-4	-14	-1	3
c1ccn2c(CNc3ncnc4sccc34)nnc2c1	-1	9	7	0	3	12	-2	-1	-14
COc1ccc(N(C)S(=O)(=O)c2cccc(C(=O)NCc3ccc(C)cc3)c2)cc1	19	22	13	11	6	9	-24	9	2
CCn1c(NCc2ccc(OC)cc2)nc2ccccc21	-9	18	-6	14	-14	11	-8	5	1
Cc1ncccc1C(=O)N1CCCC(CCC(=O)N2CCN(c3ccccn3)CC2)C1 (stereo not given)	0	7	4	-2	-2	-4	-18	-3	2
Nc1cc(S(=O)(=O)Nc2ccccc2Cl)ccc1N1CCCC1	-11	12	4	4	2	19	-18	5	0
O=C(NC(Cc1ccccc1)C(=O)O)/C(=C/c1ccccc1)NC(=O)c1cccc(Br)c1 (stereo not given)	11	5	-7	-41	-1	2	-9	-9	0
Nc1nc(C2CCOCC2)cs1	-26	2	9	10	6	19	1	-6	4
CC(=O)Nc1ccc2nc(NC(=O)COc3ccccc3C)sc2c1	-8	23	0	13	-7	12	-16	-2	0
CC(C(=O)O)N(c1ccccc1Cl)S(C)(=O)=O (stereo not given)	2	8	-2	-12	-5	15	-3	-2	-1
CCCCN(C(=O)C1CC(=O)N(c2ccc3c(c2)OCCO3)C1)c1c(N)n(CC(C)C)c(=O)[nH]c1=O (stereo not given)	-1	24	17	5	-14	13	-14	-6	-2
CN(C)CCCNC(=S)N(CCN(C)C)Cc1cc2cc3c(cc2[nH]c1=O)OCCO3	-11	1	-1	7	-6	-298	15	-7	-5
Cc1cccc(-c2oc3ccc(-c4ccc5c(c4)OCO5)cc3c2-c2ccc(OC3CCCCO3)cc2)c1 (stereo not given)	6	13	10	-6	-13	i	-17	-3	0
CCOC(=O)N1CCN(CC(=O)Nc2nc3ccccc3s2)CC1	4	14	-6	-16	-5	7	-20	4	3
O=S(=O)(CCc1nc2ccccc2o1)c1ccc2ccccc2c1	5	18	11	-9	3	24	13	-7	-1
CCOc1ccc(-c2c(=O)n(OCC)c3ccccc3[n+]2[O-])cc1	2	10	-1	-10	3	-70	-1	4	-12
N=c1n(CC(=O)c2ccc([N+](=O)[O-])cc2)c2ccccc2n1Cc1ccccc1	-11	10	1	48	0	1	-13	-7	-12
COc1cc(C(=S)N2CCOCC2)ccc1OC(=O)c1cc([N+](=O)[O-])c(C)c([N+](=O)[O-])c1	-3	12	0	8	-9	20	-28	-13	1

Printed as active in NALP3 yeast inh, among the entries above:
SMILES	NALP3 yeast inh	SENP7 inh	PfGluPho inh	SENP6 inh	HKDC1 inhibitor	SENP1 inh
NCCc1nnc(SCc2c(Cl)cccc2Cl)o1	84*	9	2	7	-1	-2

Some entries already given, reduced to SENP8 block-1, NALP3 yeast inh and SENP8 block-2:
molecule | SENP8 block-1 | NALP3 yeast inh | SENP8 block-2
CC(C(=O)O)N(c1ccccc1Cl)S(C)(=O)=O (stereo not given) | -5 | 8 | 15
CCCCN(C(=O)C1CC(=O)N(c2ccc3c(c2)OCCO3)C1)c1c(N)n(CC(C)C)c(=O)[nH]c1=O (stereo not given) | -14 | 24 | 13
CN(C)CCCNC(=S)N(CCN(C)C)Cc1cc2cc3c(cc2[nH]c1=O)OCCO3 | -6 | 1 | -298
Cc1cccc(-c2oc3ccc(-c4ccc5c(c4)OCO5)cc3c2-c2ccc(OC3CCCCO3)cc2)c1 (stereo not given) | -13 | 13 | i

Returning to the listing with the four entries that preceded the break.
SMILES	Apaf1 inhib	NALP3 yeast inh	SENP7 inh	PfGluPho inh	SENP8 block-1	SENP8 block-2	SENP6 inh	HKDC1 inhibitor	SENP1 inh
O=S(=O)(CCc1nc2ccccc2o1)c1ccc2ccccc2c1	5	18	11	-9	3	24	13	-7	-1
CCOc1ccc(-c2c(=O)n(OCC)c3ccccc3[n+]2[O-])cc1	2	10	-1	-10	3	-70	-1	4	-12
N=c1n(CC(=O)c2ccc([N+](=O)[O-])cc2)c2ccccc2n1Cc1ccccc1	-11	10	1	48	0	1	-13	-7	-12
COc1cc(C(=S)N2CCOCC2)ccc1OC(=O)c1cc([N+](=O)[O-])c(C)c([N+](=O)[O-])c1	-3	12	0	8	-9	20	-28	-13	1
Cc1cc(C)c(O)c(CN(C)Cc2cc(Cl)cc(Cl)c2O)c1	.	.	.	-4	.	-51	.	0	-5
Cc1ccc(C(=O)Nn2c(N)c(S(=O)(=O)c3ccc(C)cc3)c3nc4ccccc4nc32)cc1	32	7	2	-15	1	-278	2	1	-55
CCOC(=O)C1CCN(C(=O)CCc2c(C)nc3c(-c4ccc(F)cc4)c(C)nn3c2C)CC1	7	10	-1	-8	-1	-27	1	4	0
COc1ccc(NC(=O)c2cc(S(=O)(=O)N3CCS(=O)(=O)CC3)ccc2Cl)cc1	-1	29	6	15	-13	12	4	-2	2
CCn1c(=O)c2cc(S(=O)(=O)NCCOc3ccccc3)ccc2n(CC)c1=O	9	16	-7	-17	-8	6	-18	1	2
Cc1cc(/C=C2/SC(=O)N(CC(=O)N3CCOCC3)C2=O)c(C)n1-c1ccccc1F	3	37	1	1	-7	7	-13	1	0
Clc1ccc(N(CC2CO2)CC2CO2)cc1 (stereo not given)	.	.	.	0	.	0	.	-2	3
O=C(NCc1ccc(C(=O)O)cc1)OCc1ccccc1	1	18	-1	-16	-1	4	-2	-2	0
Cc1nc2ccccc2nc1N1CCC(C)CC1	11	-5	-7	13	-6	-153	-4	5	-1
CCc1c(C)nc(SCC(=O)Nc2ccc(Br)cc2)[nH]c1=O	3	2	-5	-32	7	12	1	2	0
COc1ccc(N2CCN(C(=O)c3ccc4c(=O)n(CC5CCCO5)c(=O)[nH]c4c3)CC2)cc1 (stereo not given)	13	-4	-3	8	-8	26	-9	-2	2
Cc1oc2c(CN3CCCCC3)c(O)ccc2c(=O)c1-c1ccc(Cl)cc1	0	5	4	1	-2	-295	2	-2	1
COc1ccc(CCNC(=O)Cn2c(=O)oc3cc(Cl)ccc32)cc1OC	-6	-6	15	4	1	22	-12	1	-1
Nc1nonc1-n1nnc(C(=O)N/N=C/c2cc(Br)ccc2O)c1CSC1=NCCS1	.	.	.	18	.	13	.	-37	-28
NC(=O)COC(=O)c1ccccc1OCc1ccc(Cl)cc1	-16	-6	-6	22	3	14	-11	-3	1
CCOc1ccccc1/C=C(/C#N)C(N)=O	11	-11	-10	-14	-5	1	2	4	2
Cc1cc(Cl)c(S(=O)(=O)N2CC(C)OC(C)C2)cc1OCC(N)=O (stereo not given)	3	0	-1	1	-2	18	5	-4	2

Screens as filed in PubChem.
